# Screening results from PubChem.
# EPAC1 agonist – activates human EPAC1 exchange factor; O95398; EPAC1 agonist qHTS, biochemical assay; response scale: 100% = response to 6.5 mM cAMP; Potency, µM (highest dose often 154 µM), inactives show top-dose activation, most hits filed as activators; 0.073% of 360,000 active; further: potency means the concentration at half of the fitted maximal effect; nearly all actives have a fitted effect of over 60% in size
# Target sequence (O95398 whole entry, looked up): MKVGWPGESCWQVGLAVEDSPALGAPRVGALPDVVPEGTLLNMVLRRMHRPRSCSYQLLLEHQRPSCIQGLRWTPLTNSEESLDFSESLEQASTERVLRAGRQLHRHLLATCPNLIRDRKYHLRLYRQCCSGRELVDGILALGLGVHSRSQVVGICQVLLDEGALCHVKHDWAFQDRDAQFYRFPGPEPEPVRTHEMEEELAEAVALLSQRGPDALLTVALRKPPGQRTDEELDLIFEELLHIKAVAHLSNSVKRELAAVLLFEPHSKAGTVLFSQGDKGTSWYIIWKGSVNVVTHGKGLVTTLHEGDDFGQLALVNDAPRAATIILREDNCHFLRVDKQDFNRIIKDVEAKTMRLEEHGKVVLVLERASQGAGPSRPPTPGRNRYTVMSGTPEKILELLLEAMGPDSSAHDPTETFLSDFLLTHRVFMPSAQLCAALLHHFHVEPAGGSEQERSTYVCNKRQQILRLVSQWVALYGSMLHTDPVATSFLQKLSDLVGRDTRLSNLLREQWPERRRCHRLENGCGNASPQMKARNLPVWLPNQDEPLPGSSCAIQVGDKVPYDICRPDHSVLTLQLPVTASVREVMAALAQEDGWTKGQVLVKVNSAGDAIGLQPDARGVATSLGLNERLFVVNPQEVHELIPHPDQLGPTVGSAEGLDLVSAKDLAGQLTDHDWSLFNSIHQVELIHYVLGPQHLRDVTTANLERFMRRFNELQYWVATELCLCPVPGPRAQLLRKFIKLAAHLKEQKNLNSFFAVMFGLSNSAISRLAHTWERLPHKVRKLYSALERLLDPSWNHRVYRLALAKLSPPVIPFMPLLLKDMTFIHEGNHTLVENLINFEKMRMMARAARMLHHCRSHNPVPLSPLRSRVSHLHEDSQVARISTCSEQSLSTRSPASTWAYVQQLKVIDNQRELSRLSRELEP
#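 Normalized to 6.5 mM cAMP, activity reflects EPAC1-catalysed release of BODIPY-GDP from Rap1B, followed kinetically over 30 min at 480 nm excitation, 540 nm emission. Reaction contained 100 nM EPAC1, 250 nM Rap1B-BODIPY-GDP, 50 uM GDP.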
# CCT modulator – changes cytosolic chaperonin activity | purified chaperonin ATPase assay, HTRF ADP detection, 30 min | activity change, % (test concentration not listed), hits read low | 0.3% of 360,000 active; in the data active means activity change below about -30%; further: on the % scale 0 is the no-effect control and ±100 the full control effect
#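 ATPase activity: ADP formed was measured by HTRF Transcreener (665/615 nm ratio) after 30 min at 37 deg C with 10 uM ATP. Compounds screened at one 76 uM concentration against 40 or 20 nM TRiC in Tris pH 7.4/KCl/MgCl2/DTT buffer.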
# PLK1 PBD inh – PLK1 (human) polo-box domain binding inhibition; Potency, µM, for inactives: max response, negative = inhibition, usual class: inhibitors; P53350; AID 720504; Plk1 PBD binding of FITC phosphopeptide, fluorescence polarization; 2.8% of 360,000 active; further: potency means the concentration at half of the fitted maximal effect; series mostly up to about 57 µM; on the % scale 0 is the no-effect control and ±100 the full control effect; nearly all actives have a fitted effect of over 65% in size
# EPAC2 antag – blocks human EPAC2 exchange factor; Q8WZA2; EPAC2 GEF exchange of Rap1B-BODIPY-GDP, fluorescence; Potency, µM (series often up to 114 µM), without a hit: at the top dose activity, negative = inhibition, usual class: inhibitors; 0.18% of 360,000 active; AID 720708; further: potency means the concentration at half of the fitted maximal effect; on the % scale 0 is the no-effect control and ±100 the full control effect; nearly all actives have a fitted effect of over 45% in size; many of its hits are not listed in these tables
# EPAC1 antag – blocks human EPAC1 exchange factor; O95398; EPAC1 GEF assay, Rap1b-BODIPY-GDP exchange fluorescence; Potency, µM (top dose mostly 115 µM), without a hit: top-dose activity change, negative = inhibition, usual class: inhibitors; 0.14% of 360,000 active; AID 720709;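 further: potency means the concentration at half of the fitted maximal effect; plate controls were vehicle for no effect and positive control for full effect; nearly all actives have a fitted effect of over 50% in size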
# MmCpn inh – M. maripaludis TRiC chaperonin inhibition | 0.031% of 330,000 active | Potency, µM (titrated, usually from 76.9 µM), without a hit: top-dose activity, negative = inhibition, hits mostly inhibitors | AID 504842 | purified Mm-Cpn ATPase, ADP Transcreener TR-FRET; further: potency means the concentration at half of the fitted maximal effect; on the % scale 0 is the no-effect control and ±100 the full control effect; nearly all actives have a fitted effect of over 80% in size
#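 Eu-cryptate anti-ADP/ADP-d2 competition gives a ratio inversely related to ADP. Enzyme at 25 nM was pre-exposed to compound for 10 min, then given 10 uM ATP for 30 min, 37°C throughout.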
# WRN inhibitor – WRN helicase (human) inhibition; Q14191; WRN helicase unwinding, fluorescent forked duplex, kinetic; Potency, µM (highest dose often 114 µM), for inactives: at the top dose activity change, negative = inhibition, usual class: inhibitors; 0.46% of 360,000 active; AID 651768; further: potency means the concentration at half of the fitted maximal effect; on the % scale 0 is the no-effect control and ±100 the full control effect; nearly all actives have a fitted effect of over 55% in size
#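 Kinetic red-fluorescence monitoring (525/598 nm) tracks WRN helicase activity after 100 nM fluorophore-quencher forked duplex and 2 mM ATP are added to 20 nM enzyme pretreated 15 min at room temperature with compound.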
# PI5P4K alpha inh – blocks human PI5P4K alpha kinase activity. P48426. PI5P4Kalpha enzyme, ADP-Glo luminescence, 60 min; hits give low values. max response, %. 1.2% of 330,000 active. AID 652105; active means max response of -50% or lower; inconclusive means between -30% and -50%; inactive means -30% or higher; further: value at the top dose of about 77 µM; on the % scale 0 is the no-effect control and ±100 the full control effect
#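 ADP-Glo luminescence end-point after a 60 min room-temperature kinase reaction. PI5P4Kalpha and substrate in HEPES pH 7.4 buffer with EGTA, 0.1% CHAPS and 5% DMSO; ATP at 5 microM final.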
# An asterisk follows results filed as active; ? = inconclusive; nt = not tested or not shown; [ ] = another dose, or the depositor's remark. Unless noted, the call rests on the fitted dose curve; in most records, active means well fitted curve in the direction sought with a large enough effect; inconclusive means small, poorly fitted or top-dose-only effect, or another doubt; inactive means no such curve, though single readings can be large; an effect the other way counts as inactive or inconclusive. This is a subset (hit frequency here may not be typical).
# Order of results: EPAC1 agonist	CCT modulator	PLK1 PBD inh	EPAC2 antag	EPAC1 antag	MmCpn inh	WRN inhibitor	PI5P4K alpha inh
O=C(N/N=C/c1cn(Cc2ccccc2)c2ccccc12)c1cccnc1
  2%	-2.9	-5%	-8%	-17%	-1%	-2%	3
CC(=O)c1cccc(NC(=O)N2CCCC2C(=O)Nc2cccc(C)c2C)c1 (stereo not given)
  -2%	-3.4	-5%	1%	17%	-5%	9%	-3
COc1ccccc1NS(=O)(=O)c1cccc(NS(=O)(=O)c2cc(C(=O)O)ccc2OC)c1
  6%	-1.4	2%	0%	-7%	1%	-19%	6
O=Cc1c[nH]c2ncccc12
  -6%	-0.1	-5%	11%	-3%	0%	-6%	-3
CCO[C@@H]1OC(C(=O)NCc2ccccc2)=C[C@H](c2ccccc2)[C@H]1CCCO
  -3%	-2.2	2%	7%	-6%	nt	-5%	10
COc1ccc(C(=O)Nc2ccccc2C(=O)N2CCCCCC2)cc1
  10%	-0.9	-5%	0%	-18%	-1%	3%	16
CCCCn1c(/C=N/Nc2nc3ccccc3[nH]2)nc2ccccc21
  6%	1.0	8%	1%	-15%	-2%	-17%[57.1 µM]	3
CN(c1cccc(NC(=O)CN(c2ccc(Cl)c(Cl)c2)S(=O)(=O)c2ccccc2)c1)S(C)(=O)=O
  0%	1.4	-3%	-18%	?	-1%	-19%	17
CS(=O)(=O)c1ccc(C2=C(c3ccccc3)C(=O)OC2)cc1
  -13%	-4.3	-22%	9%	-7%	nt	9%	-5
O=C1CCC(C(=O)Nc2cccc(Oc3ccccc3)c2)=NN1
  9%	-0.5	-7%	-10%	-13%	3%	-3%	1

# Limited to WRN inhibitor and PLK1 PBD inh (2 entries from above):
smiles | WRN inhibitor | PLK1 PBD inh
CN(c1cccc(NC(=O)CN(c2ccc(Cl)c(Cl)c2)S(=O)(=O)c2ccccc2)c1)S(C)(=O)=O | -19% | -3%
CCO[C@@H]1OC(C(=O)NCc2ccccc2)=C[C@H](c2ccccc2)[C@H]1CCCO | -5% | 2%

# Later entries
# Order of results: EPAC1 agonist	CCT modulator	PLK1 PBD inh	EPAC2 antag	EPAC1 antag	MmCpn inh	WRN inhibitor	PI5P4K alpha inh
CCOC(=O)c1c(-c2ccccc2)oc2ccc(OC)cc12
  4%	1.2	-1%	-2%	-3%	-2%	-19%	8
Cc1ccc([C@H]2C(C(=O)O)=CCN2S(=O)(=O)c2ccc(C)cc2)cc1
  -2%	nt	-3%	-7%	5%	nt	-5%	-1
O=C(O)COc1ccc(NC(=O)c2cccs2)cc1
  6%	-3.0	-7%	6%	-6%	nt	1%	-4
O=c1[nH]c(C2CCN(S(=O)(=O)c3ccc(S(=O)(=O)NC4CC4)cc3)CC2)nc2c1nnn2Cc1ccc(F)cc1
  5%	-0.6	2%	-3%	-5%	-1%	-5%	-3
Cc1ccc2c(C)c(C(=O)N3CCC(N4CCC(C(=O)NC5CC5)CC4)CC3)oc2c1
  3%	0.0	5%	5%	-15%	-5%	3%	2
CC1CCCN(C(=O)c2ccc(CNc3c(N4CCCCC4)c(=O)c3=O)cc2)C1 (stereo not given)
  -15%	-1.5	-1%	1%	-12%	3%	-24%	-4
CCN(Cc1ccccc1)C1CCN(Cc2ccccc2)CC1
  -2%	-3.6	4%	-1%	13%	0%	8%	-1
O=C(Nc1ccc2c(c1)OCCO2)C(c1cc2ccccc2o1)N1CCN(C/C=C/c2ccccc2)CC1 (stereo not given)
  -7%	-2.2	13%	8%	-12%	nt	-1%	5
CCCCCC(=O)N1C[C@@H](n2cc(C3CC3)nn2)[C@H](O)C[C@@H]1c1ccc(C)cc1
  -14%	-0.8	-17%	-1%	4%	nt	1%	-1
CC(C)Cc1ccc(C(C)C(=O)Nc2cccnc2)cc1 (stereo not given)
  -7%	0.2	-9%	21%	8%	-12%	-1%	-1
Cc1sc2ccccc2c1CNC[C@H]1O[C@@H](n2ccc(N)nc2=O)[C@H](O)[C@@H]1O
  11%	1.3	-15%	2%	-4%	nt	0%	-1
FC(F)Oc1ccc(-c2c[n+]3c(n2-c2ccccc2)CCCCC3)cc1
  -3%	1.2	-1%	0%	-1%	0%	-15%	-1
NS(=O)(=O)c1ccc(CNS(=O)(=O)c2cc(Cl)ccc2Cl)cc1
  5%	-38*	-8%	-5%	-3%	2%	-2%	3
Cc1ccc(S(=O)(=O)N2CCC(=O)N([C@H](COCc3cccc(Cl)c3)C(C)C)CC2)cc1
  -8%	-2.8	-6%	-23%	-11%	nt	-5%	-10
COc1ccc(NC(=O)COC(=O)c2ccc3c(c2)OCCO3)cc1
  2%	0.7	-6%	3%	-28%	nt	-3%	0
CNc1cnc(-c2ccccc2OC)cn1
  6%	1.7	-5%	-2%	-5%	nt	3%	9
Cc1cc(C)cc(OC2CCCCC2NS(=O)(=O)c2ccccc2)c1 (stereo not given)
  6%	0.1	-6%	?	-16%	-1%	-6%	3
O=C1NCCCc2c1no[n+]2[O-]
  -1%	0.0	-9%	1%	7%	-5%	3%	nt
CCCC(=O)C1=C(SCC)CC(C)(C)C(C(=O)OC)C1=O (stereo not given)
  -3%	-1.2	-1%	-2%	-10%	0%	-5%	-6
c1nc(N2CCCCC2)c2[nH]cnc2n1
  -7%	0.3	-8%	-5%	-8%	0%	0%	-1
COc1ccc(C2CC(c3ccc(Cl)cc3)=NN2C(C)=O)cc1 (stereo not given)
  3%	-3.9	7%	3%	-5%	0%	4%	0
CCCC(CCC)C(=O)Nc1ccc2c(c1)N(C(=O)CCN1CCN(C)CC1)c1ccccc1CC2
  3%	1.1	-11%	2%	-13%	-2%	8%	-3
CCOC(=O)Cn1cc(C#N)c(=O)[nH]c1=O
  3%	-1.8	-3%	5%	20%	-1%	3%	-1
CC(=O)Oc1ccc(-c2cccc(C(=O)NCC(=O)O)c2)cc1
  4%	0.5	-6%	3%	2%	0%	-7%	0
CN(C)/C=C(/C#N)C(=O)c1cccc(Oc2ccc(C(C)(C)C)cc2)c1
  6%	-2.0	-2%	-20%	0%	1%	-16%	-2
CCCNC(=O)c1onc(CSc2nc3ccccc3[nH]2)c1C(=O)NCCC
  -7%	-1.0	-3%	-19%	-9%	1%	-5%	-1
COc1ccc(C2=[N+]([O-])C(C)(C)N(O)C2C)cc1 (stereo not given)
  5%	0.1	-7%	6%	14%	-1%	11%[57.1 µM]	4
CC1CCCCN1C(=O)CSCC(=O)Nc1nc(-c2cccs2)cs1 (stereo not given)
  0%	1.3	3%	-7%	-1%	-1%	1%	0
COc1ccc(-c2cn3c(C)c(C(=O)N4CCN(c5ccc(F)cc5)CC4)sc3n2)cc1
  8%	1.4	1%	-2%	16%	1%	-11%	-2
O=C(CCN1C(=O)c2ccccc2C1=O)NCc1ccncc1
  4%	-0.5	-8%	4%	13%	-1%	-1%	nt
O=C(c1cc([N+](=O)[O-])ccc1N1CCOCC1)N1CCOCC1
  4%	-2.5	-13%	2%	-6%	2%	0%	0
COc1cc(C(=O)NCc2cn3ccccc3n2)cc(OC)c1OC
  -1%	2.3	-9%	2%	14%	2%	3%	nt
CCOC(=O)/C(=C/c1ccc(Cl)cc1)NC(=O)c1ccco1
  -9%	-0.5	-21%	3%	1%	0%	-16%	0
Cc1[nH]ccc(=O)c1OCc1c(Cl)cccc1Cl
  -1%	3.3	0%	14%	7%	1%	9%	nt
CCc1noc(C)c1C(=O)Nc1cc(S(=O)(=O)N(CC)CC)ccc1N1CCOCC1
  -3%	-1.0	-7%	-2%	-19%	-8%	-11%	0
COC(=O)c1ccccc1S(=O)(=O)N1CCC(C(=O)N2CCC2)CC1
  2%	-2.6	-4%	3%	13%	-1%	0%	1
COCc1nnc(NC(=O)c2ccc3c(c2)OCO3)s1
  10%	-1.7	-8%	-4%	0%	1%	5%	1
Cc1ccc2c(=O)n3c(nc2c1)C(Cc1ccc(O)cc1)NC(=O)c1cccnc1-3 (stereo not given)
  -6%	-1.3	-5%	7%	7%	nt	3%	0
COc1cc(C(=O)Nc2ccc3c(c2)CCCN3C(=O)c2ccco2)c([N+](=O)[O-])cc1OC
  -3%	0.4	-14%	-14%	5%	-1%	24%	-6
COc1ccc(N(C(=O)c2ccco2)C(C(=O)NC2CCCC2)c2ccccc2)cc1 (stereo not given)
  -5%	-2.0	-5%	-8%	-18%	-2%	?	3
O=C1NCCN(Cc2ccc(Cl)c(F)c2)C1CC(=O)N1CCCCO1 (stereo not given)
  -1%	-2.1	-9%	0%	-1%	0%	0%	0
COc1cccc(C2C(C#N)=C(N)OC3=C2C(=O)CC(c2ccco2)C3)c1OCc1ccc(F)cc1 (stereo not given)
  14%	-1.7	-17%	-9%	-24%	-4%	2%[11.6 µM]	-12
COC(=O)c1cccc(Cn2nc(C)c([N+](=O)[O-])c2C)c1
  -5%	1.4	21µM*	-14%	-10%	-3%	6%	-9
COc1ccc(-c2n[nH]c(C)c2-c2cc(OC)ccc2O)cc1
  -2%	1.8	0%	8%	0%	2%	0%	nt
CCOC(=O)c1cc(NC(=O)N(C(C)C)C(C)C)c(C)nc1C
  5%	-1.6	-6%	-5%	6%	1%	-1%	nt
Cc1ccc2nc(-c3ccc(NC(=O)Cc4cccs4)cc3)[nH]c2c1
  -2%	2.1	0%	-9%	-6%	-12%	-23%	nt
CCOc1ccc(NC(=O)Cc2ccccc2)cc1
  5%	-2.6	-10%	-3%	-13%	-3%	2%	-15
O=C(c1ccc(=O)[nH]c1)N1CCN(S(=O)(=O)c2ccccc2)CC1
  -18%	1.3	0%	3%	-10%	1%	-18%	-8
CCCCN1C(=O)C(CC(=O)NCCN2CCOCC2)CC(C(=O)N(C(C)C)C(C)C)=C1C (stereo not given)
  -10%	1.7	-3%	1%	37%[activator]	nt	4%	-6
Cc1ccc(N=Cc2cc3c(cc2O)OC(N)=C(C#N)C3c2ccccc2)cc1 (stereo not given)
  8%	-0.5	4%	19%	-23%	-1%	-24%	?

# Additional structures:
# Order of results: EPAC1 agonist	CCT modulator	PLK1 PBD inh	EPAC2 antag	EPAC1 antag	MmCpn inh	WRN inhibitor	PI5P4K alpha inh
CCCCC(=O)Nc1nnn(CCC)n1
  5%	-3.8	-5%	-2%	4%	1%	0%	nt
CCOC(=O)c1cnc(SCC(=O)Nc2cccc(OC)c2)nc1N
  7%	-0.7	-5%	-5%	-1%	-3%	-4%	nt
Cc1cccc(COc2coc(CN3CCN(C(=O)c4ccco4)CC3)cc2=O)c1
  -6%	-1.3	-14%	16%	3%	2%	-23%	-4
CC1(C)Cc2c(c(N3CCOCC3)nc3sc4c(NCC5CCCO5)nnnc4c23)CS1 (stereo not given)
  0%	-0.4	-3%	-1%	4%	0%	0%	0
